TPT1 inhibitor: Candida albicans TPT1 enzyme inhibitors, primary screen, biochemical, fluorescence polarization; tRNA 2'-phosphotransferase TPT1 (Candida albicans SC5314); recombinant caTPT1, FP RNA substrate dephosphorylation; inhibition, % at 5 µM; 300,000 tested, 0.81% active; AID 1962, 2009;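 active means inhibition above the mean of all tested compounds plus 3 SD, set per screening campaign, cut at about 24% in these data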;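 further: plate controls were DMSO alone for no effect and ferristatin control at 100 nM for full effect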
core dimer inh: inhibitors of HCV core protein dimerization, primary screen, biochemical, TR-FRET, high-throughput | TR-FRET GST/Flag-core106 dimerization, 1536-well | 300,000 tested, 0.33% active | inhibition, % at 5 µM;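 active means inhibition above the mean of all tested compounds plus 3 SD, set per screening campaign, cut at about 45% in these data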
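Assay system: tagged HCV core106 pair (GST and Flag); medium: KF-containing HEPES buffer, pH 7.45, DTT, CHAPS, BSA; also added: Eu donor and XL665 acceptor anti-tag antibodies; dosing: 5 µM single dose; timing: compound-protein-antibody incubation 4 h at 22.5 °C; signal: TR-FRET 671 and 617 nm emission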
Yeast superoxide: reduction of superoxide in aged yeast, primary screen, HTS; S. cerevisiae aged cells, superoxide DHE fluorescence; active compounds read low; superoxide response (% of plate mean), % at 10 µM; 330,000 tested, 0.18% active; AID 2690, 2010;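 active means superoxide response under a set limit, about three screen SD below normal, cut at about 65% in these data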;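 further: yeast aged for seven days with compound at 30 °C before DHE staining; 100% = average MFI of all compound-treated wells on the plate with controls excluded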
ZTA DNA inh: counter-screen for EBNA-1 inhibitors: inhibitors of Epstein-Barr virus ZTA. P03206. ZTA-DNA binding, fluorescence polarization. inhibition, % at 11 µM. 320,000 tested, 0.15% active. AID 2234; in the data active means inhibition above about 33%
Target sequence (P03206 whole entry, looked up): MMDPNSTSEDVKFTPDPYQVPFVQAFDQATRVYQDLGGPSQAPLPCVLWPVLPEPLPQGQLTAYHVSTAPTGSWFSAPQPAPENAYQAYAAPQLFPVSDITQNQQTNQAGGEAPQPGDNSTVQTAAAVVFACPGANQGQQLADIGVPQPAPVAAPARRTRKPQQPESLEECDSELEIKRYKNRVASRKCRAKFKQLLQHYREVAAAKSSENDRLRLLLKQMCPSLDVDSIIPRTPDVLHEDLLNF
JMJD2C inh: inhibitors of GASC-1 histone demethylase, primary screen, biochemical, fluorescence, DELFIA europium. Lysine-specific demethylase 4C (Homo sapiens), Q9H3R0. GST-JMJD2C(1-420) H3K9me3 demethylation. inhibition, % at 2.35 µM. 330,000 tested, 0.069% active. AID 2099, 2009;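 active means more than half of a compound's replicate wells show inhibition beyond 50%, single wells judged on their own value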;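 further: signal counts dimethyl H3K9 product captured on neutravidin plate; 0% = median of DMSO wells and 100% = 0.3 times that DMSO median; strong numbers were not always called active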
Target sequence (Q9H3R0 1-420 limits assumed): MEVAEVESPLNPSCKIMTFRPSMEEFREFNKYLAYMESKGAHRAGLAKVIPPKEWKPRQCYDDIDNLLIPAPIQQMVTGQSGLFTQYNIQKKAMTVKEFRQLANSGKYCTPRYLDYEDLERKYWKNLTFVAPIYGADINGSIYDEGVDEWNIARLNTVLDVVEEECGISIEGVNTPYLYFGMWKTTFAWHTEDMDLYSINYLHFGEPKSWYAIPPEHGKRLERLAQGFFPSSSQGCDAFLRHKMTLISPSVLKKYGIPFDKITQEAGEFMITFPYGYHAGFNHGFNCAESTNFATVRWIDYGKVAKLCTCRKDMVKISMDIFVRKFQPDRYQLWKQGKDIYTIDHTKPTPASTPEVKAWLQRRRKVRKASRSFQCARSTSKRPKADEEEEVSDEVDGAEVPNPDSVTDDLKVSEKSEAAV
Fh CTSL1 inh: Fasciola hepatica cathepsin L1 inhibitors, primary screen, counter-screen for PFM18AAP inhibitor project, biochemical, QFRET, fluorogenic peptide substrate; recombinant F. hepatica cathepsin L1, Z-Leu-Arg-MCA fluorescence; inhibition, % at 5.96 µM; 300,000 tested, 0.49% active;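 active means inhibition above the mean of all tested compounds plus 3 SD, set per screening campaign, cut at about 17% in these data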;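 further: 0% = plate median of test compound wells and 100% = 1 µM Z-Phe-Ala-diazomethylketone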
PP1 inh: PP1-alpha phosphatase inhibitors, primary screen, counter-screen for PP5 inhibitor project, biochemical, fluorescence, OMFP substrate, single point. inhibition, % at 6.7 µM. 320,000 tested, 0.9% active. Serine/threonine-protein phosphatase PP1-alpha catalytic subunit (Homo sapiens), P62136. AID 2235, 2010. purified PP1alpha;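 active means inhibition above the mean inhibition of all tested compounds plus 3 SD, computed separately for each screening campaign, cut at about 15% in these data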
PP5 inh: PP5 phosphatase inhibitors, primary screen, biochemical, fluorescence; purified PP5c, OMFP substrate fluorescence; inhibition, % at 6.7 µM; 320,000 tested, 0.18% active;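 active means inhibition above the campaign's mean inhibition across all tested compounds plus 3 SD, cut at about 9.5% in these data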;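 further: 0% = DMSO only and 100% = 100 µM cantharidin control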
EBNA-1 inhibitor: EBNA-1 DNA-binding inhibitors, primary screen, biochemical, fluorescence polarization | inhibition, % at 14.8 µM | 300,000 tested, 0.34% active | AID 1950, 2009; in the data active means inhibition above about 28%
An asterisk follows results filed as active; i = inactive; / = not tested or not shown; & = joins results of further samples.

structure,TPT1 inhibitor,core dimer inh,Yeast superoxide,ZTA DNA inh,JMJD2C inh,Fh CTSL1 inh,PP1 inh,PP5 inh,EBNA-1 inhibitor
Nc1cc([N+](=O)[O-])ccc1N1C(=O)CCCC1=O,1,-5,95,-4,-8,1,-4,2.1,-27
COCCNc1oc(-c2cccs2)nc1S(=O)(=O)c1ccc(C)cc1,-1,2,90,-20,5,2,0,0.2,2
CCC(C)(C)NC(=O)/C=C/c1cc(OC)c(OC)c(S(=O)(=O)N2CCc3ccccc32)c1,0,1,125,-1,29,-3,2,-0.7,-5
CCCS(=O)(=O)N1CCC(C(=O)NCC2CCCO2)CC1 (configuration not stated),-5,0,95,-7,16,0,-3,-2.9,-1
O=C1C(=O)N(Cc2cccnc2)C(c2cccc(F)c2)/C1=C(/O)c1ccc2c(c1)OCO2 (configuration not stated),-3,12,99,5,1,0,-3,4.3,-3
CC(=O)CC(C)(C)Nc1nc2ccc([N+](=O)[O-])cc2o1,1,-6,98,-11,-10,2,-2,2.4,-4
Cc1cc(S(=O)(=O)NCc2ccccc2)ccc1OCC(=O)Nc1cccc([N+](=O)[O-])c1,3,2,85,8,-19,1,3,3.8,1
COc1ccc(S(=O)(=O)Nc2ccccn2)cc1C(=O)Nc1ccccc1,2,15,155,-7,1,3,-7,-0.1,-5
c1ccc(-n2c(SCC3CCCCO3)nnc2-c2cnccn2)cc1 (configuration not stated),2,-2,93,-9,-2,1,-3,-3.1,11
Cc1ccccc1OC1C(=O)N(Cc2ccc3c(c2)OCO3)C1c1sccc1C (configuration not stated),-1,7,104,4,6,-2,9,0.8,11
Cc1ccc(C)c(OCC(=O)NCCNC(=O)COc2cc(C)ccc2C)c1,-2,-2,100,-10,3,4,1,-0.5,5
Cc1sc2ncnc(SCC#N)c2c1C,10,17,93,0,5,1,2,1.6,14
NC(=O)c1ccccc1N=Cc1cccnc1,0,1,111,6,4,1,0,-0.3,5
CN(C)/C(Cn1cncn1)=C1/N=C(c2c(F)cccc2F)OC1=O,-1,-7,91,-6,20,3,-1,3.5,1
O=C(Nc1ccccc1Cl)c1ccc(=O)[nH]n1,-1,7,123,6,7,3,-2,1.7,-2
CCSc1nnc(NC(=O)C2CC(=O)N(Cc3ccc(C)cc3)C2)s1 (configuration not stated),-1,1,94,-3,7,3,0,3.3,3
O=c1[nH]c2cc3c(cc2cc1CN(Cc1cccnc1)C(=S)NCc1ccco1)OCO3,-1,1,106,3,-6,0,1,-0.6,3
C/C(CC(C)(C)C1CCCCC1)=N\NC(N)=S,3,-2,150,17,-5,4,-1,1.0,12
O=C(c1ccc(SCc2cccc(Br)c2)c([N+](=O)[O-])c1)N1CCN(c2ccccn2)CC1,0,6,100,9,-6,-5,7,-1.1,-4
Cc1ccc(CNc2ccc(Cl)cc2[N+](=O)[O-])cc1,3,-4,101,-8,4,1,-2,3.8,6
COc1ccc(NC(=O)CN(c2c(C)cccc2C)S(C)(=O)=O)cc1,2,6,106,-1,-4,-4,0,-2.3,1
CCn1cc(S(=O)(=O)Nc2ccc(C)c(Cl)c2)cn1,1,9,97,-10,8,2,1,3.2,-4
CCn1c(NCc2ccco2)nc2c1c(=O)n(C)c(=O)n2C,0,-1,94,-12,18&-5,1,-3,1.9,1
O=C(O)C1CCCN1S(=O)(=O)c1ccccc1 (configuration not stated),2,2,97,9,-6,-4,-3,-0.4,1
O=C(NC1=NCCS1)C1CCN(S(=O)(=O)c2ccc(Cl)cc2)CC1,/,/,97,1,-3,/,-1,-1.2,/
O=C1C(=O)N(CCN2CCOCC2)C(c2ccncc2)/C1=C(/O)c1ccc2c(c1)OCO2 (configuration not stated),4,-3,107,2,-19,-2,-11,-0.6,-10
Cc1ccc(C)c(NC(=O)C2C3CCCC2C3c2ccccc2)c1 (configuration not stated),2,3,96,1,-2,-1,0,3.3,3
Cc1ccc(N2CC(C(=O)NCc3cccs3)CC2=O)cc1 (configuration not stated),0,-2,95,-11,-5,4,1,0.2,5
COc1ccc(C2C(C(C)=O)=C(O)C(=O)N2CCCn2ccnc2)cc1OC (configuration not stated),-4,1,85,8,-5,-1,-3,1.0,0
CCCCc1nnc(NC(=O)C(C)Sc2nc(N)cc(=O)[nH]2)s1 (configuration not stated),-3,-2,93,9,-7,5,1,-2.2,5
Cc1c(Cl)cnc(NC(=O)COC(=O)C2CC3CCCC(C2)C3=O)c1Cl (configuration not stated),/,/,90,-1,1,/,-1,1.3,/
COc1ccc(OC)c2sc(NC(=O)c3cccc(N4C(=O)CCC4=O)c3)nc12,-4,-2,93,10,9,1,8,-0.2,10
CC(C)CNC(=O)C(=O)Nc1ccc(N(C)C)cc1,2,-22,114,-14,1,5,-9,-2.9,-3
CS(=O)(=O)N(CC(=O)N1CCCC1)c1ccc(Cl)cc1,-2,-6,96,-9,-2,-15,-1,1.2,-5
CN(C)CCCN(C(=O)c1ccc(S(=O)(=O)N2CCc3ccccc32)cc1)c1nc2c(Cl)cccc2s1,0,-2,114,2,-9,0,8,4.3,-5
O=C(CCOc1ccccc1)NCC(c1ccco1)N1CCCCC1 (configuration not stated),2,-2,105,7,-10,1,-2,3.1,1
CCc1ccc(NC(=O)CSc2nnc(-c3n[nH]c4ccccc34)n2-c2ccccc2)cc1,1,7,98,-25,-5,0,5,2.8,-1
CCOc1ccc(-c2nc3n(c(=O)c2C#N)CCS3)cc1,1,2,117,11,-1,2,-1,0.7,6
O=C(Nc1cnn(Cc2ccc(Cl)cc2Cl)c1)c1noc2c1CCCC2,0,13,87,10,4,-2,5,3.0,5
CC1CC(C)CN(S(=O)(=O)c2cccc3cccnc23)C1 (configuration not stated),-3,6,115,-4,5,-2,0,-2.0,0
O=C1CC(c2ccco2)Cc2c1cnn2-c1nc2ccccc2s1 (configuration not stated),-2,10,116,-4,-22,1,-1,-1.2,6
Nc1cc(C(=O)OCC(=O)NNC(=O)c2cccs2)ccc1Cl,-2,3,94,-2,6,-8,-4,2.2,4
CCOc1ccccc1NC(=O)CCc1c(C)nn(-c2ccc(N3CCCCC3)nn2)c1C,-3,-13,79,-11,1,1,0,-0.4,3
CN1CCN(Cc2cn[nH]c2-c2ccc(F)cc2F)[C@@H](c2ccccc2)C1,-2,-4,108,14,-3,1,4,1.2,-4
CC(C)(C)Cc1nc2ccccc2n1CCc1ccccc1,-5,1,93,-5,136,4,0,1.6,5
O=C(NC1CC1)c1nc(Cn2ccc([N+](=O)[O-])n2)no1,4,-7,99,-10,-10,-2,-3,-0.4,-9
CCc1ccc(C(=O)NNC(=O)c2cc(S(=O)(=O)N(C)C)ccc2N2CCCC2)cc1,0,-6,95,4,7,4,-1,0.0,7
COc1ccc(-c2cc(C3CCN(c4cc(Cl)nc(N)n4)CC3)[nH]n2)cc1,1,0,102,27,-1,1,1,1.9,1
CCOc1ccc(NC(=O)CN(C)C(=O)c2cccnc2SC)cc1OCC,-1,3,99,6,4,0,-1,4.1,8
Cc1cc(C(=O)c2ccccc2)nc2ccccc12,-4,-7,118,7,-14,5,2,2.5,13
Cc1cc(-c2cc(-c3ccccc3)on2)nc(NCC2CC2)n1,-5,-8,105,-16,i,-4,1,2.3,-2
CCCc1nnc(SCC(=O)Nc2nc(C)cs2)n1CCOC,-4,-3,101,-11,6,-3,1,1.3,-22
Cc1cccc(N(CC(=O)NC2CCCC2)C(=O)CS(=O)CC(=O)Nc2ccc3c(c2)OCO3)c1 (configuration not stated),-1,-1,84,-2,-7,-2,-1,1.0,11
O=C(Nc1nc(-c2ccccc2)c(-c2ccccc2)s1)c1ccc(S(=O)(=O)N2CCCCC2)cc1,-4,3,100,-1,-1,-1,1,-0.2,9
CSc1nsc(SCC(=O)Nc2ccc(F)cc2F)n1,-1,-5,92,-4,-14,-4,3,3.0,-5
Clc1cccc(Cl)c1CNCCCSc1ncccn1,2,2,106,1,-12,0,-3,-1.1,-10
COc1ccc(C(=O)N2CCC(n3nccc3NC(=O)C3CCOC3)CC2)cc1 (configuration not stated),1,-11,118,0,-18,-2,-5,2.8,-6
CCN(CC)C(=O)CSc1nc(N)c(C(=O)Nc2ccc(OC)cc2)s1,-1,11,106,9,-11,1,-4,-0.7,8

Sorted by value in JMJD2C inh (descending): 4 of the compounds above.
| smiles | JMJD2C inh |
| --- | --- |
| CCCc1nnc(SCC(=O)Nc2nc(C)cs2)n1CCOC | 6 |
| CC1CC(C)CN(S(=O)(=O)c2cccc3cccnc23)C1 (configuration not stated) | 5 |
| Cc1c(Cl)cnc(NC(=O)COC(=O)C2CC3CCCC(C2)C3=O)c1Cl (configuration not stated) | 1 |
| Cc1cc(C(=O)c2ccccc2)nc2ccccc12 | -14 |

A draw from above in order of number of heavy atoms, highest first.
structure,TPT1 inhibitor,core dimer inh,Yeast superoxide,ZTA DNA inh,JMJD2C inh,Fh CTSL1 inh,PP1 inh,PP5 inh,EBNA-1 inhibitor
Nc1cc(C(=O)OCC(=O)NNC(=O)c2cccs2)ccc1Cl,-2,3,94,-2,6,-8,-4,2.2,4
CC1CC(C)CN(S(=O)(=O)c2cccc3cccnc23)C1 (configuration not stated),-3,6,115,-4,5,-2,0,-2.0,0
Cc1cc(C(=O)c2ccccc2)nc2ccccc12,-4,-7,118,7,-14,5,2,2.5,13
